# Screens from PubChem.
# IMPase Li cell = membrane-permeable IMPase blocker, potentiated with lithium | CHO-M1 cells, IP1 TR-FRET (IP-One), carbachol + lithium | Potency, µM (highest dose often 59.4 µM), for the others: at the highest dose activity, negative = IMPase inhibition, actives largely listed as inhibitors | 210,000 compounds, 0.35% hits | AID 1457;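 also: IP1 builds up when IMPase is blocked and the TR-FRET signal falls; plate controls were basal vehicle for no effect and high inhibitor control for full effect; nearly all actives have a fitted effect of over 50% in size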
#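 Lithium-sensitised IP1 accumulation assay; M1-expressing CHO cells treated 30 min at 37C with compound. Competitive antibody detection by time-resolved FRET followed a 10 min room-temperature lysis step.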
# GoLoco inh red = RGS12 GoLoco-Gai1 interaction inhibition; Gai1:RGS12 GoLoco peptide FP, rhodamine, 10 min; P63096; Potency, µM (top dose mostly 61.6 µM), without a hit: at the highest dose activity, negative = inhibition, actives largely listed as inhibitors; 230,000 compounds, 0.44% hits; active = well fitted inhibition curve with a large enough effect, not every such curve was filed as active; inactive = no such curve, though single readings can be large or run the other way; also: % is scaled to controls: 0 for no effect and ±100 for the full control effect; nearly all actives have a fitted effect of over 30% in size; many of its hits are not listed in these tables
# Target sequence (P63096 whole entry, looked up): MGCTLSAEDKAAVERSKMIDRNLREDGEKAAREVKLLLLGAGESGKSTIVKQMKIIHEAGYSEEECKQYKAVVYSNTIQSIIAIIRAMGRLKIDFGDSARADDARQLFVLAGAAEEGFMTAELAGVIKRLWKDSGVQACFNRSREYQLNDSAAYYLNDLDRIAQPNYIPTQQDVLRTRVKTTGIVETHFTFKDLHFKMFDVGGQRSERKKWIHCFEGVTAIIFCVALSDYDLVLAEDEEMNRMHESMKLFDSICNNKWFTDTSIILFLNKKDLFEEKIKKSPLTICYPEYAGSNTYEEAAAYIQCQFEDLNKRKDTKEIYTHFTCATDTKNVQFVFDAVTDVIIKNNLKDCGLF
# Epigenetic derep = regulators of epigenetic silencing causing reporter derepression in mouse cells | murine LDR cells, GFP reporter derepression, 30 h | Potency, µM (top dose mostly 53.9 µM), for inactives: at the highest dose GFP activation, usual class: activators | 280,000 compounds, 0.2% hits | AID 1865; also: % of control where 0% means no effect; nearly all actives have a fitted effect of over 60% in size
#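 Reporter derepression read as number of fluorescent GFP-positive objects, 20-120 um in size, counted by laser-scanning cytometer. Mouse LDR line with an epigenetically silenced CMV-GFP locus; compound incubation 30 h, 37 C.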
# JMJD2E inh = inhibitors of human JMJD2E histone demethylase; JMJD2E catalytic domain, FDH-coupled NADH fluorescence (FDH is formaldehyde dehydrogenase); Potency, µM (highest dose often 57.1 µM), for inactives: at the highest dose activity change, negative = inhibition, actives largely listed as inhibitors; 230,000 compounds, 1.6% hits; AID 2147; active = well fitted inhibition curve with a large enough effect, not every such curve was filed as active; inconclusive = small, poorly fitted or top-dose-only effect, or another doubt; inactive = no such curve, though single readings can be large or run the other way;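 also: 0% = wells with enzyme and -100% = buffer wells without enzyme; nearly all actives have a fitted effect of over 50% in size; many of its hits are not listed in these tables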
# RECQ1 inh = blocks DNA unwinding by human RECQ1 | P46063 | RECQ1 DNA unwinding, red fluorescence kinetic read | Potency, µM (doses to about 57.3 µM), for inactives: top-dose activity, negative = inhibition, usual class: inhibitors | 240,000 compounds, 0.54% hits | AID 2549;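 also: plate controls were vehicle for no effect and no enzyme for full effect; nearly all actives have a fitted effect of over 30% in size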
# Target sequence (P46063 whole entry, looked up): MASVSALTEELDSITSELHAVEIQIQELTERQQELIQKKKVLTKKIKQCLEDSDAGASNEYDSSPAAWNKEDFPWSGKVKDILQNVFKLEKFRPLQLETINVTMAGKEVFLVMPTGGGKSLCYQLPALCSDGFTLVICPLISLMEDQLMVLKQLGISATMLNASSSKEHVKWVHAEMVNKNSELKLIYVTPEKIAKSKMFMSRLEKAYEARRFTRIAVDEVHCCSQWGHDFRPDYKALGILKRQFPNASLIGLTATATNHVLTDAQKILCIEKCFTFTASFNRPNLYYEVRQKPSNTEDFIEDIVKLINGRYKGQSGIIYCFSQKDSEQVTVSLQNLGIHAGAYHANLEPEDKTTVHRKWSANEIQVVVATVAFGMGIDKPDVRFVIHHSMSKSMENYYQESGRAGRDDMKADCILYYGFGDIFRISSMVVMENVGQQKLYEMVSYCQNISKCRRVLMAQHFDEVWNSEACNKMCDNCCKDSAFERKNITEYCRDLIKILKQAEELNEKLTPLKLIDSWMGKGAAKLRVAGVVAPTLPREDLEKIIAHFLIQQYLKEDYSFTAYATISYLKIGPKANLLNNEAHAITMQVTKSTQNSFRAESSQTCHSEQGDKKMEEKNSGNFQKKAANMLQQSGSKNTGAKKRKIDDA
#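 RECQ1T1 50 nM; forked duplex (20 bp + 30-nt ss tails) 200 nM, ATP 2 mM final; pH 8.0, 2 mM MgCl2, 2.5 ug/ml poly(dI-dC); 15 min compound preincubation; discontinuous kinetic read over 2 h at RT.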
# Luc counter = counter-screen: inhibitors of Kinase-Glo firefly luciferase | Potency, µM (highest dose often 38.3 µM), for the others: at the top dose activity change, negative = inhibition, usual class: inhibitors | AID 1379 | Q27757 | 200,000 compounds, 0.28% hits | Kinase-Glo luciferase, ATP luminescence, 8 min; also: % is scaled to controls: 0 for no effect and ±100 for the full control effect; nearly all actives have a fitted effect of over 60% in size
#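 Kinase-Glo luciferase light output from ATP and luciferin was measured with 10 uM ATP, within the enzyme's linear range. Buffer: 50 mM imidazole pH 7.2, 50 mM KCl, 7 mM MgCl2, 0.01% Tween 20, 0.05% BSA; luminescence read after 8 min at ambient temperature.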
# NPSR antag = neuropeptide S receptor (human) antagonism, cAMP. 220,000 compounds, 1% hits. AID 1461. CHO-NPSR cells, cAMP TR-FRET, antagonist mode. Q6W5P4. Potency, µM (series often up to 38.3 µM), inactives show top-dose activity change, negative = inhibition, hits mostly inhibitors; also: % is scaled to controls: 0 for no effect and ±100 for the full control effect; nearly all actives have a fitted effect of over 50% in size; many of its hits are not listed in these tables
# SMN2 splice enh = increases expression of the SMN2 splice variant; HEK293 SMN2-luciferase splicing reporter, luminescence, 30-36 h; AID 1458; Potency, µM (series often up to 46.1 µM), for the others: top-dose activity change, positive = activation, actives largely listed as activators; 210,000 compounds, 2.8% hits; also: % of control where 0% means no effect; nearly all actives have a fitted effect of over 55% in size
#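 HEK293 cells carry an SMN2 minigene-luciferase reporter in which exon 7 inclusion puts luciferase in frame. Cells were seeded at 2000 cells/well, attached for 10-12 hours, then exposed to compounds for 30-36 hours at 37C before ONE-Glo luminescence.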
# Numbers without * were called inactive; i = inactive; ? = inconclusive; . = no result given; & = joins results of further samples; [ ] = remark or other dose. Unless noted, calls follow the shape of the dose curve; as a rule, active = well fitted curve in the direction sought with a large enough effect; inconclusive = small, poorly fitted or top-dose-only effect, or another doubt; inactive = no such curve, though single readings can be large; an effect the other way counts as inactive or inconclusive. Potency is read from the fitted curve at half-maximal effect. The list is partial (hit frequency here may not be typical).
# The first 11 records as a preview:
SMILES,IMPase Li cell,GoLoco inh red,Epigenetic derep,JMJD2E inh,RECQ1 inh,Luc counter,NPSR antag,SMN2 splice enh
Cc1cc(C(=O)OCC(=O)Nc2cccc(S(=O)(=O)N(C)C)c2)c(C)o1,.,0%,-0.5%,16%,i,.,-6%,.
CCC(C)[C@H](NC(=O)Nc1ccc2c(c1)OCCO2)C(=O)O (stereo partly specified),.,.,-1.1%,9%,i,.,-1%[46.1 µM],.
CCCc1cc(OC)c2c(c1)OCO2,7%,6%,-1.1%,-28%,12%,-3%,.,-10%
O=C(O)CC1=C(O)C(=O)N(c2ccccc2)C1c1ccc(Cl)cc1 (stereo unspecified),18%[38.3 µM],-10%,4.8%,5%,i,-1%,-3%[46.1 µM],24%
CCOC(=O)Cc1csc(NC(=O)/C=C/c2ccccc2Cl)n1,.,-1%,-0.3%,26%,-14%,.,5%[7.67 µM],.
O=C(NCCC1=CCCCC1)c1cnc2n(c1=O)CCS2,11%,2%,1.0%,4%,2%,-1%,9%[46.1 µM],11µM*
Cc1[nH]nc(SCC(=O)Nc2cccc(O)c2)c1[N+](=O)[O-],-8%,-2%,1.4%,0%,-10%,-2%,9%,4%
COc1cc(C(=O)Nc2nc(-c3ccc(Cl)cc3)c(C)s2)ccc1OCC(=O)Nc1ccc(F)cc1,.,.,6.0%,?,-4%,.,4µM*,.
O=C(Oc1cccc(/C=N/Nc2nc(N3CCOCC3)nc(N3CCOCC3)n2)c1)c1ccco1,4%[38.3 µM],7%,-1.2%,-2%,13%,-2%,-13%[46.1 µM],8%
Cc1cc([N+](=O)[O-])ccc1NC(=O)Nc1ccccc1F,9%,9%,2.6%,1%,-6%,-2%,-9%,-21%
COC(=O)c1ccccc1S(=O)(=O)Nc1ccc2cn[nH]c2c1,-3%[38.3 µM],-3%,-0.7%,1%,-2%,-6%,4%[46.1 µM],-13%

# Results, from the first entry:
SMILES,IMPase Li cell,GoLoco inh red,Epigenetic derep,JMJD2E inh,RECQ1 inh,Luc counter,NPSR antag,SMN2 splice enh
Cc1cc(C(=O)OCC(=O)Nc2cccc(S(=O)(=O)N(C)C)c2)c(C)o1,.,0%,-0.5%,16%,i,.,-6%,.
CCC(C)[C@H](NC(=O)Nc1ccc2c(c1)OCCO2)C(=O)O (stereo partly specified),.,.,-1.1%,9%,i,.,-1%[46.1 µM],.
CCCc1cc(OC)c2c(c1)OCO2,7%,6%,-1.1%,-28%,12%,-3%,.,-10%
O=C(O)CC1=C(O)C(=O)N(c2ccccc2)C1c1ccc(Cl)cc1 (stereo unspecified),18%[38.3 µM],-10%,4.8%,5%,i,-1%,-3%[46.1 µM],24%
CCOC(=O)Cc1csc(NC(=O)/C=C/c2ccccc2Cl)n1,.,-1%,-0.3%,26%,-14%,.,5%[7.67 µM],.
O=C(NCCC1=CCCCC1)c1cnc2n(c1=O)CCS2,11%,2%,1.0%,4%,2%,-1%,9%[46.1 µM],11µM*
Cc1[nH]nc(SCC(=O)Nc2cccc(O)c2)c1[N+](=O)[O-],-8%,-2%,1.4%,0%,-10%,-2%,9%,4%
COc1cc(C(=O)Nc2nc(-c3ccc(Cl)cc3)c(C)s2)ccc1OCC(=O)Nc1ccc(F)cc1,.,.,6.0%,?,-4%,.,4µM*,.
O=C(Oc1cccc(/C=N/Nc2nc(N3CCOCC3)nc(N3CCOCC3)n2)c1)c1ccco1,4%[38.3 µM],7%,-1.2%,-2%,13%,-2%,-13%[46.1 µM],8%
Cc1cc([N+](=O)[O-])ccc1NC(=O)Nc1ccccc1F,9%,9%,2.6%,1%,-6%,-2%,-9%,-21%
COC(=O)c1ccccc1S(=O)(=O)Nc1ccc2cn[nH]c2c1,-3%[38.3 µM],-3%,-0.7%,1%,-2%,-6%,4%[46.1 µM],-13%
Cc1ccccc1NC(=O)Cn1cnc2c1c(=O)n(C)c(=O)n2C,-14%[38.3 µM],14%,-0.3%,4%,-4%,-6%,3%[46.1 µM],-8%
CC1CC1C(=O)OCc1cc(=O)n2cc(Br)ccc2n1 (stereo unspecified),-27%[38.3 µM],2%,0.6%,?,i,8%,17%[46.1 µM],13%
O=S(=O)(Cc1ccccc1)c1nc2ccccc2n1Cc1ccccn1,6%,-5%,-0.4%,-1%,i,.,-22%,.
O=C(Cn1c(C2CC2)nc2ccccc2c1=O)Nc1ccc(Br)cc1,39%[38.3 µM],0%,-1.0%,4%,-2%,2%,-9%[46.1 µM],22%
CC(C)CCn1c(=O)c2ccccc2c2ccccc2c1=O,43%[activator][38.3 µM],0%,-3.3%,-4%,-15%,-2%,-27%[46.1 µM],6%
O=C(Nc1ccc2oc(-c3ccccc3F)nc2c1)c1ccc2c(c1)OCCO2,16%[38.3 µM],4%,-2.5%,?,5%,-10%,-13%[46.1 µM],-39%[inhibitor]
O=C(O)c1ccc(CNCc2cccc(Cl)c2)cc1,3%,2%,-0.4%,11%,0%,.,-8%,.
CCN(CC)S(=O)(=O)c1cccc(NC(=O)COc2ccc(F)cc2Br)c1,-2%,5%,1.7%,3%,-6%,-1%,-11%,-33%[inhibitor]
Cc1ccccc1-c1nnc(SCc2ccccc2)o1,27%[38.3 µM],4%,-1.0%,-5%,i,2%,-13%[46.1 µM],14µM*
CC(C)c1ccc(OCc2ccc(C(=O)N3CCN(c4ccccn4)CC3)cc2)cc1,21%[38.3 µM],-6%,-1.2%,1%,-15%,-3%,?,-17%
CCOC(=O)c1ccc(NC(=O)NC2CC3CCC(C2)N3)cc1 (stereo unspecified),-1%,21%,6.7%,3%,-2%,0%,6%,.
O=C1CCCN1CCCNC(=S)Nc1ccc(Br)cc1Cl,6%,6%,1.6%,-11%,-3%,-7%,-7%,-15%
CCOC(=O)c1cnc(SCC(=O)N2CCN(C(=O)c3ccco3)CC2)nc1N,-2%[38.3 µM],7%,0.9%,-12%,0%,-2%,-8%[46.1 µM],-6%
COc1cccc(/C=C(/CC(=O)Nc2ccc(N3CCOCC3)cc2)c2nc3ccccc3s2)c1,2%,60%[activator],11%,5%,-8%,4%,-22%,-35%[inhibitor]

# Later entries
SMILES,IMPase Li cell,GoLoco inh red,Epigenetic derep,JMJD2E inh,RECQ1 inh,Luc counter,NPSR antag,SMN2 splice enh
CCOc1ccc(N2CSC(=S)N(c3ccc(OCC)cc3)C2)cc1,.,13%,0.0%,-6%,i,.,-23%,.
CCCCC/C=C\C/C=C\C/C=C\CCCCCCC(=O)O[C@H](COCCCCCCCCCCCCCCCC)COP(=O)([O-])OCC[N+](C)(C)C,2%,2%,-0.1%,6%,i,-2%,.,1%
O=C(Nc1cc(C(F)(F)F)ccc1N1CCCCC1)c1ccc(Br)o1,0%[38.3 µM],0%,1.9%,-9%,-8%,-1%,-26%[46.1 µM],-2%
COC(=O)Cc1c[nH]c2ccc(OCC(O)CNC(C)C)cc12 (stereo unspecified),-9%[38.3 µM],6%,0.2%,-22%,-6%,11%,-9%[7.67 µM],0%
O=C(NCC1CCCN(C(=O)CN2CCCCC2)C1)c1ccccc1Cl (stereo unspecified),.,-2%,2.2%,2%,2%,.,12%,.
O=S(=O)(NCc1csc(-c2cccs2)n1)c1cccc(C(F)(F)F)c1,.,3%,3.8%,?,-12%,.,10%[7.67 µM],.
O=C(c1cccc(C(F)(F)F)c1)C1CCCN(C(=O)CN2CCCC2=O)C1 (stereo unspecified),2%,13%,-1.1%,6%,i,1%,2%,.
CCOc1ccc(NC(=O)C2=C(C)C(=O)OC23CCC(C)CC3)cc1 (stereo unspecified),1%[38.3 µM],13%,-1.1%&-7.0%,?,-14%,-3%,-9%[46.1 µM],3%&-3%
c1ccc2c(c1)ncn2Cc1nnc2sc(-c3ccc4c(c3)OCO4)nn12,2%[38.3 µM],-1%,-0.9%,?,i,-4%,-13%[46.1 µM],-13%
COc1ccc(C(=O)/C=C/Nc2ccccn2)c(OC)c1,.,8%,-1.6%,?,-13%,.,25%,.
O=C(N/N=C1\CCS(=O)(=O)c2ccc(F)cc21)c1ccc(O)cc1,.,10%,0.0%,-25%,i,.,5%,.
Cc1ccc(N2C(=O)C3Sc4[nH]c(=O)sc4C(c4ccccc4)C3C2=O)cc1 (stereo unspecified),-9%[38.3 µM],20%,-0.2%,10%,-4%,-2%,-20%[46.1 µM],29%
COC(=O)c1ccc(C(=O)OC)c(NC(=O)CCC(=O)O)c1,-2%[38.3 µM],-6%,1.2%,?,i,-3%,-13%[46.1 µM],-6%
Fc1ccc(-c2cc(C(F)(F)F)nc(-n3cccn3)n2)cc1,.,2%,-1.1%,1%,0%,.,-24%,.
O=C(O)c1cc2c(cc1S(=O)(=O)O)[C@H]1[C@@H](C3[C@H]2[C@@]2(Cl)C(Cl)=C(Cl)C3(Cl)C2(Cl)Cl)[C@]2(Cl)C(Cl)=C(Cl)C1(Cl)C2(Cl)Cl (stereo partly specified),-8%,-21%[14.2 µM],.,.,.,-21%[7.66 µM],.,-4%[9.22 µM]
COc1ccc(C(=O)CSc2nc(SC)ns2)cc1OC,0%[38.3 µM],-5%,-0.7%,0%,12%,1%,-19%[46.1 µM],-4%
COc1cc2oc(-c3ccc(O)cc3)cc(=O)c2c(O)c1OC,.,12%,1.1%,?,-7%,.,-13%,.
Nc1cc(=O)[nH]c(SCC(=O)Nc2ccc3c(c2)CCC3)n1,-9%,5%,-2.0%,-12%,?,-6%,12%,13%
O=C(CSc1nnc(-c2ccc(Br)cc2)n1C1CCCCC1)N1CCCC1,2%,15%,-2.0%,2%,-2%,0%,-7%[46.1 µM],-9%
CCOc1ccc(NC(=O)N(CCC(C)C)C2CCN(C(C)=O)CC2)cc1,32%[38.3 µM],1%,-0.1%,4%,-18%,-1%,-2%[46.1 µM],13%
